Compound activity from PubChem.
NADH enzymes – inhibitors of PK/LDH coupling enzymes, profiling panel, artefact control, biochemical, MLSMR library; coupled PK/LDH NADH assays, four targets; IC50, µM (highest dose often 10 µM), for inactives: at the top dose inhibition; 65,000 tested, 0.02% active; AID 774, 2007;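 active means single-dose screening hits from any of four coupled enzyme assays that gave an IC50 when retested across doses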;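 further: the DPM-DC format reads NADH fluorescence rather than 340 nm absorbance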
M1 ag – M1 muscarinic receptor agonists, primary screen, CHO-M1 cells, Fluo-4 calcium, agonist mode | B-score at 10 µM | 64,000 tested, 3% active | AID 626, 2007 | Fluo-4 calcium fluorescence; active compounds read high | Muscarinic acetylcholine receptor M1;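 active means fluorescence rise, raw or as B-score row- and column-corrected plate score, outside the 99.7% band of its plate's samples, either direction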
HTR1A agonist – human 5-HT1a receptor agonists, primary screen, cell-based, CHO, Ga15 NFAT-bla reporter; 5-hydroxytryptamine receptor 1A (Homo sapiens), P08908; CHO 5-HT1a Ga15 NFAT-bla reporter, FRET ratio; 0% basal, 100% maximal reference agonist; activation, % at 10 µM; 65,000 tested, 0.56% active;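 active means activation above the screen-wide mean activation plus 3 SD, cut at about 19% in these data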;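 further: 0% = DMSO wells and 100% = 5-CT at EC100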
M1 antag – antagonists of rat M1 muscarinic receptor; B-score at 10 µM; AID 628, 2007; 64,000 tested, 3.4% active; Muscarinic acetylcholine receptor M1 (Rattus norvegicus), P08482; CHO-M1 cells, Fluo-4 calcium, ACh EC80 antagonist mode; active compounds read low;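 active means calcium fluorescence response, raw or row-and-column corrected B-score, differing from the plate sample mean either way at a set confidence level, mostly lower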
D1 mod – D1 CRE-luciferase signal change, two-sided – cell-based, HEK293 D1, dopamine EC30, D1 allosteric modulator project, primary screen | AID 641, 2007 | D(1A) dopamine receptor (Homo sapiens), P21728 | 58,000 tested, 5.9% active | dopamine EC30 potentiation; actives deviate in either direction | B-score at 10 µM;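 active means luminescence count or its row- and column-corrected plate score outside the 99.7% band of the plate's sample wells, on either side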
E coli RNAP – E. coli RNAP inhibitors, biochemical | E. coli RNA polymerase, fluorescence transcription assay | inhibition, %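 (tested at 10 µM)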 | 62,000 tested, 0.2% active; in the data active means inhibition above about 20%;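 further: 0% = enzyme without compound and 100% = no enzyme blank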
Target sequence (P0A8V2 whole entry, looked up): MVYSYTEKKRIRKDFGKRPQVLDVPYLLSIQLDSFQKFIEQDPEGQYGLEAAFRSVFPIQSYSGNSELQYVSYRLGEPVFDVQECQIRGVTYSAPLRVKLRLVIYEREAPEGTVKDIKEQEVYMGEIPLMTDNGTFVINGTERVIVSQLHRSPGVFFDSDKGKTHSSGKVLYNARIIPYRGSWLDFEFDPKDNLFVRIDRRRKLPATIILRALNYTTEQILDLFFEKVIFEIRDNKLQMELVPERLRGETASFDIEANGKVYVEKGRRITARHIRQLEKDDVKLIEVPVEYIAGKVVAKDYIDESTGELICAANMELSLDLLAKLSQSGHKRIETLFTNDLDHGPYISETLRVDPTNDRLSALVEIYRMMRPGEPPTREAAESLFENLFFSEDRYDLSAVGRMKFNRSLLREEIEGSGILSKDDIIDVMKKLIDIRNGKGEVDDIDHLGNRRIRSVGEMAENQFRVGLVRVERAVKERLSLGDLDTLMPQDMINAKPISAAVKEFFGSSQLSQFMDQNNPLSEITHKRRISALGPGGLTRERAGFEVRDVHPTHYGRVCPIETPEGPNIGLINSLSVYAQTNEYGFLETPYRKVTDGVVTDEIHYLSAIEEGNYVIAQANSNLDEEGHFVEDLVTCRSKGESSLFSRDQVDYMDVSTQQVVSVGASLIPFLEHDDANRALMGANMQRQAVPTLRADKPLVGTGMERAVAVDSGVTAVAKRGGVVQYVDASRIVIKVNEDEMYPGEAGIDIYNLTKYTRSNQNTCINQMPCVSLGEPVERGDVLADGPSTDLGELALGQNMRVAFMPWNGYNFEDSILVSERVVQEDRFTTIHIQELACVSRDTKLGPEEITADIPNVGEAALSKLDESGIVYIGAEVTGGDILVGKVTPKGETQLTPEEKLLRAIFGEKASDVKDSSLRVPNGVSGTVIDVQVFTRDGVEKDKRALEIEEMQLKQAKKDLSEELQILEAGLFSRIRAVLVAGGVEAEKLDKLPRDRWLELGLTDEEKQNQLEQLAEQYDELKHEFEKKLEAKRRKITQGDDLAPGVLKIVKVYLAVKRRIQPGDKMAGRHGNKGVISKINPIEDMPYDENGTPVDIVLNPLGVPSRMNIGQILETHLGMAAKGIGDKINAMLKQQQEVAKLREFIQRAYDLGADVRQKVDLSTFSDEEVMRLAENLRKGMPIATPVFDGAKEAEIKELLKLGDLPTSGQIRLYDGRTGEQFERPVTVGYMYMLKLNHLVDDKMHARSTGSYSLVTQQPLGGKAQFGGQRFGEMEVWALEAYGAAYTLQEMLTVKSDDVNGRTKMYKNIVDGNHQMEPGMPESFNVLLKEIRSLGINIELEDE
Hsp90 inh – tumor Hsp90 inhibitors, primary screen, cell lysate, fluorescence polarization, NCI-N417 lysate. Heat shock protein HSP 90-alpha (Homo sapiens), P07900. Cy3B-geldanamycin FP displacement. inhibition, % at 30 µM. 64,000 tested, 0.35% active. AID 429, 2006;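 active means inhibition above 50%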;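 further: 0% = tracer plus lysate wells and 100% = tracer alone without lysate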
Autofluor 339 – intrinsic fluorescence of library compounds, ex339/em460 – biochemical, MLSMR library, data from DPM-DC assay, artefact control, profiling panel | 65,000 tested, 5.5% active | compound autofluorescence, ex339/em460 nm, NADH buffer; active compounds read high; 1 = no-compound wells, NADH background | fluorescence fold increase at 10 µM | AID 709, 2007;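 active means at 10 µM, mean starting fluorescence two-fold or more over control wells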;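 further: signal is the first read of a kinetic run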
Her2 expr inh – inhibitors of Her2 protein expression, primary screen, SKBR-3 cells, AlphaScreen, 66K library. SKBR-3 HER2 protein level, 18-24 h; active compounds read low. 65,000 tested, 0.69% active. Receptor tyrosine-protein kinase erbB-2 (Homo sapiens), P04626. HER2 level % of control, % at 10 µM;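 active means HER2 level under 5% of the carrier-only control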;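 further: 100% = DMSO carrier and 0% = 500 nM PU-H71 HSP90 inhibitor; lower value means stronger loss of Her2 protein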
* marks the source's active call; other numbers are inactive results; / = no result given; [ ] = dose if it differs, or a comment.

SMILES	NADH enzymes	M1 ag	HTR1A agonist	M1 antag	D1 mod	E coli RNAP	Hsp90 inh	Autofluor 339	Her2 expr inh
Cc1ccc(C(=O)Nc2ncc3c(n2)CC(c2ccco2)CC3=O)cc1 (centres undefined)	6%	0.77	7.1	0.22	-0.19	7	2	1.1	92
Cc1cn(C(=O)CN2C(=O)c3ccccc3C2=O)c(C)n1	1%	-1.5	-2.9	-0.38	-0.042	6	-1	1.1	104
COc1ccc(CCNC(=O)CCS(=O)(=O)c2cccc3nsnc23)cc1OC	5%	0.021	-0.7	0	1.5	1	/	1.1	125
COc1cccc(-c2nnc(N(C)C(=O)C3CCOC3)s2)c1 (centres undefined)	4%	-0.59	0.8	0.6	0.074	8	/	1.1	110
CCOC(=O)c1cccc(NC(=O)CSc2nnc(COc3ccccc3C)o2)c1	5%	-1	-1.6	-0.043	0.036	7	0	1	87
CC(C)Oc1ccc(C(=O)N(CN2CCCC2=O)c2ccc(F)cc2)cc1	3%	0.024	-0.2	0.46	4.5*	5	0	1.2	107
c1nc(N2CCNCC2)c2sc3nc(N4CCOCC4)c4c(c3c2n1)CCC4	2%[fluoresces]	0.74	0.9	0.29	0.79	8	/	2.1*	108
COCCCNC(=O)CN1C(=O)CSc2ncccc21	3%	-0.24	0.9	-0.21	-1	7	-2	1.1	99
CC(C)=C1C2CC2C2C(C(=O)O)C12 (centres undefined)	3%	-0.51	-0.4	0.046	/	1	-3	1.1	102
CCCc1nc(SC2CCCC2)c2c(=O)n(C)c(=O)n(C)c2n1	1%	-0.17	-1.8	-1.3	1.5	4	-1	1.1	86
CCOC(=O)C(C)c1n[nH]c(=O)c2ccccc12 (centres undefined)	4%	0.26	-1.4	-1.1	0.3	4	-1	1	82
CCOC(=O)c1c(N)sc2c(O)c(Br)ccc12	13%	0.82	-4.7	1.2	0.54	4	2	1	88
Cc1ccc(CNc2ncnc3c2cnn3-c2ccccc2)cc1	8%	0.77	-3.9	-0.051	-0.36	-1	0	1.1	76
Cn1c(=O)n(Cc2ccccc2)c(=O)c2c1nc1n2CCS1	9%	-0.18	1.1	0.88	0.18	1	2	1.1	110
Cc1oc(-c2ccccc2F)nc1CS(=O)(=O)CC(=O)N1CCOCC1	2%	0.036	-2.9	0.5	0.35	1	-3	1.1	86

Laid out differently: entries from further up.
Values run as follows: NADH enzymes	M1 ag	HTR1A agonist	M1 antag	D1 mod	E coli RNAP	Hsp90 inh	Autofluor 339	Her2 expr inh
COCCCNC(=O)CN1C(=O)CSc2ncccc21
 : 3%	-0.24	0.9	-0.21	-1	7	-2	1.1	99
CC(C)=C1C2CC2C2C(C(=O)O)C12 (centres undefined)
 : 3%	-0.51	-0.4	0.046	/	1	-3	1.1	102
CCCc1nc(SC2CCCC2)c2c(=O)n(C)c(=O)n(C)c2n1
 : 1%	-0.17	-1.8	-1.3	1.5	4	-1	1.1	86

Next section:
SMILES	NADH enzymes	M1 ag	HTR1A agonist	M1 antag	D1 mod	E coli RNAP	Hsp90 inh	Autofluor 339	Her2 expr inh
CCOC(=O)N1CCC(Nc2ncnc3c2cnn3-c2ccc(C)cc2C)CC1	1%	-1.6	-3.4	0.15	-3.7*	8	-1	1	63
Cc1cc2c(c(=O)n1CCc1ccccc1)C(C(C)C)C(C#N)=C(N)O2 (centres undefined)	2%	0.5	-1.0	-1	-0.74	-5	-4	1.1	97
COc1ccc(C(=O)N2CCN=C2SCc2cccnc2)c(OC)c1	2%	-0.028	0.1	-0.29	0.0067	8	-3	1.1	88
COc1cc(NC(=O)C2CCCO2)c(OC)cc1NC(=O)c1ccccc1 (centres undefined)	7%	0.21	-1.9	-0.055	0.016	4	4	1.1	100
Nc1nc(CSc2nc3ccccc3[nH]2)nc(N2CCOCC2)n1	4%	-0.73	-3.8	0.00027	1.2	6	-4	1	117
CCOC(=O)c1c(C)[nH]c2ccc(O)cc12	2%	-1.6	-5.7	-2	0.1	2	-1	1.1	96
Cc1cc(C)c(C#N)c(SC2CCCCC2=O)n1 (centres undefined)	4%	0.37	-1.6	0.57	0.51	9	-9	1.1	92
CCOc1ccc(Cc2nc(N)nc(N)n2)cc1	4%	0.41	-3.5	0.45	/	4	-1	1.1	115
O=C(NCc1ccc2c(c1)OCO2)c1cccc(S(=O)(=O)N2CCOCC2)c1	6%	-0.12	-2.0	-0.55	-0.69	10	-1	1.1	112
Clc1ccc(Cl)c(-c2nn3c(COc4ccccc4)nnc3s2)c1	3%	0.39	-4.7	0.056	2.8	3	-1	1	77
CCOc1ccc(NC(=O)CN2CCN(CC(=O)Nc3ccc4c(c3)OCO4)CC2)cc1	1%	-0.76	-0.6	0.67	0.24	-6	-1	1.1	102
CC1CN(S(=O)(=O)c2ccc(-c3nc4ccccc4s3)cc2)CC(C)O1 (centres undefined)	8%	0.12	-0.3	0.071	/	5	/	1.2	194
COC(=O)COc1cccc(-n2cnnn2)c1	5%	-0.015	-0.7	-0.61	-0.33	4	18	1	166
Cn1nc(-c2ccc(N3CCOCC3)c(NC(=O)COc3ccccc3)c2)c2ccccc2c1=O	7%	1.5	-0.3	-1	-0.84	4	2	1.4	92
CC(=O)NC(Cc1c[nH]c2ccccc12)C(=O)OCC(=O)Nc1ccc2c(c1)OCO2 (centres undefined)	4%	-1.3	-0.7	0.027	-0.55	5	0	1	-33*

Quoted at random: 2 entries already listed, in no set order.
SMILES	NADH enzymes	M1 ag	HTR1A agonist	M1 antag	D1 mod	E coli RNAP	Hsp90 inh	Autofluor 339	Her2 expr inh
CCOC(=O)N1CCC(Nc2ncnc3c2cnn3-c2ccc(C)cc2C)CC1	1%	-1.6	-3.4	0.15	-3.7*	8	-1	1	63
Clc1ccc(Cl)c(-c2nn3c(COc4ccccc4)nnc3s2)c1	3%	0.39	-4.7	0.056	2.8	3	-1	1	77

Additional entries:
SMILES	NADH enzymes	M1 ag	HTR1A agonist	M1 antag	D1 mod	E coli RNAP	Hsp90 inh	Autofluor 339	Her2 expr inh
Cc1onc(-c2ccccc2)c1C(=O)OCC(=O)Nc1ccc2c(c1)OCO2	4%	0.055	-3.0	0.5	-1.2	4	-3	1	90
COc1ccc(OC)c(C2CC(=O)c3c([nH]c(C(=O)OCC4CCCO4)c3C)C2)c1 (centres undefined)	4%	-0.21	-2.7	0.5	-0.043	5	-3	1.1	72
CCCNC(=O)COC(=O)c1ccc(S(=O)(=O)N2CCCCCC2)cc1	8%	0.16	-1.0	-0.6	/	6	0	1	80
C=CCn1c(=N)c(C(=O)NCCCOC)cc2c(=O)n3cc(C)ccc3nc21	5%[fluoresces]	-1.1	15	-1.3	-0.012	-16	-1	3.8*	102
COCc1nnc(NC(=O)CCC2CCCCC2)s1	1%	-0.0011	0.3	1.5	0.84	3	-2	1.1	73
CCOc1ccc(C(=O)C2CCN(C(=O)c3ccccc3C(=O)O)CC2)cc1	2%	-1.2	-1.2	-0.093	-0.47	5	-1	1.1	98
COC(=O)c1cc(OC)c(OC)cc1NC(=O)C1CCC(=O)N1S(=O)(=O)c1ccc(C)cc1 (centres undefined)	6%	-2*	2.7	-0.042	9.2*	-1	-9	1.2	/
CC1CCN(C(=O)CSc2nc(N)cc(N)n2)CC1	7%	0.38	-0.6	1.2	1.3	3	-2	1	92
CCc1nnc(NC(=O)CSc2nnc(-c3ccoc3C)n2CC(C)C)s1	2%	-0.56	1.8	-0.011	2	-6	-3	1	112
O=C1CCc2cc(S(=O)(=O)NC(C(=O)NCc3cccnc3)c3ccccc3)ccc2N1 (centres undefined)	5%	-0.61	0.4	-0.14	-0.58	2	-1	0.85	98
COc1cc(C(=O)CSc2nnc(-c3ccc(O)cc3)n2CC2CCCO2)ccc1NC(C)=O (centres undefined)	5%	0.48	-1.7	-0.37	-0.42	5	-2	1.1	108
COC(=O)c1ccc(CSc2ncnc3c2sc2nc(N4CCOCC4)c4c(c23)CCCC4)o1	0%[fluoresces]	0.04	0.7	-0.23	/	2	-3	2.1*	107
Cn1c(=O)c2c(nc(N3CCCCC3)n2CCCNC2=NCCCC2)n(C)c1=O	4%	1.4	-2.4	0.12	0.011	-2	-3	1	120
CCCCn1c(C)nc2c(=O)n(C)c(=O)[nH]c21	4%	0.41	-0.2	0.74	-0.52	1	-2	1.2	112
Nn1c(SCC(=O)Nc2ccc(F)c(F)c2)nnc1C1CCCCC1	6%	0.14	-3.9	-0.23	-0.41	1	-1	1.1	80
Cc1c(Cl)cccc1-n1ccnc1SCC(=O)O	5%	1.4	-2.7	1.4	-0.65	14	1	0.96	78
O=C1CCCc2c1cc(C(=O)NCc1ccco1)c(=O)n2-c1ccc(Cl)cc1	3%	-0.35	-0.1	-0.13	0.23	5	-2	1.1	101
Cc1cccc(Cn2cnc3c(nnn3Cc3ccccc3F)c2=O)c1	3%	11*	-3.9	-2.7*	-0.14	6	-4	1.1	75
COc1cccc(C2CC(c3ccccc3Cl)n3nnnc3N2)c1 (centres undefined)	3%	-0.33	-1.6	0.55	3.1	-2	1	1.1	124
CN(C)C(=O)Cn1c(SCC(=O)N2CCCc3ccccc32)nc2ccccc21	5%	-0.026	-2.7	0.23	-0.63	2	-1	1.2	86
Cc1ccc(-n2nnnc2SCC(=O)Nc2ccc3c(c2)COC3=O)cc1C	5%	0	-0.9	-0.073	0.076	5	-5	1.3	101
NS(=O)(=O)c1ccc(NCc2c(F)cccc2Cl)cc1	4%	-0.86	-0.7	-0.36	1.2	8	1	1	109
O=C1c2ccccc2C(=O)N1CC#CCN1CCN(C2CCCCC2)CC1	5%	-0.45	-1.5	-0.42	-0.26	9	-2	1.1	130
Cc1cccc(N2CCN(C(=O)CCn3c(=S)[nH]c4cc5c(cc4c3=O)OCO5)CC2C)c1 (centres undefined)	5%	2.5*	0.7	-0.17	0.37	2	-5	1	85
Cc1ccc(-n2ncc3c(NCCCN4CCCC4=O)ncnc32)c(C)c1	1%	0.0097	4.4	-0.23	/	-15	1	1.1	92
CCn1cc(C(=O)N2CCCC2)c(=O)c2cc(S(=O)(=O)N3CCOCC3)ccc21	3%	0.0042	-1.0	0.05	-0.013	19	-3	1	125
CCOC(=O)CC(=O)CSc1nc(-c2cccnc2)cc(C)c1C#N	8%	-0.085	-1.4	0.44	0.93	3	-3	1.5	68
Cc1[nH]c(=O)[nH]c(=O)c1S(=O)(=O)NCC12CC3CC(CC(C3)C1)C2	10%	/	-3.0	/	-0.18	1	2	0.99	117
CCOC(=O)CC(=O)CSc1nc2sc(C)cc2c(=O)n1Cc1ccco1	6%	0.036	1.0	0.18	2	3	-6	1.1	76
C=CCn1cc(C(=O)OC)c(=O)c2cc(S(=O)(=O)N3CCC(C)CC3)ccc21	4%	-0.14	-0.7	0.33	-0.7	7	1	0.99	134
CCc1ccc(N2C(=O)C3ON(c4ccccc4)C(c4ccco4)C3C2=O)cc1 (centres undefined)	7%	-0.9	-1.1	0.75	0.18	-1	2	1	111
COCc1[nH]nc2c1C(C1C=CCCC1)C(C#N)=C(N)O2 (centres undefined)	4%	-0.65	0.6	0.33	0.18	7	2	1	92
CCOC(=O)C1CCCN(C(=O)c2cnn3c(C(F)F)cc(-c4ccc(C)cc4)nc23)C1 (centres undefined)	8%	0.26	0.8	0.79	0.028	5	-3	2.3*	/
O=C(CCSc1nc2ccccc2o1)N1CCOCC1	1%	-0.35	-1.7	0.17	3.6*	7	-1	1.1	112
CCCCN(CC)Cc1c(C)[nH]c2ccccc2c1=O	2%	0.64	-1.9	-0.023	-0.8	2	0	1.1	100
CCOC(=O)c1c(NC(=O)CSc2nnc(C)s2)sc2c1CCN(C)C2	6%	1	-0.8	-0.74	0.87	6	-7	1.3	103

Rows are unselected; overall some 16% were active at least once.
